INS promoter inh – TRM-6 insulin promoter activity inhibition | TRM-6 cells (human fetal islet line), insulin promoter-eGFP reporter, imaging; reporter expression induced with tamoxifen | inhibition, % at 2 µM | hit rate 0.9% among 130,000;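 active means inhibition above the mean plus 3 SD, with well images judged a real hit on visual review, cut at about 60% in these data, passing the limit was not always enough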
sdo1 growth – compounds rescuing growth of sdo1-depleted yeast, bone marrow failure model. S. cerevisiae sdo1-depleted JHY4D growth rescue, OD600 30 h; stronger effect = higher value; pdr5 snq2 efflux-pump mutant strain. z-score at 10 µM. hit rate 0.21% among 140,000. AID 817;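 active means z-score above 3 at both the 24 hr and the 30 hr optical density reads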;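 further: z-score against mean and SD of all compound wells on the same plate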
sdo1 growth Rescue 24 h – also measured in sdo1 growth; calls as there; z-score; S. cerevisiae sdo1-depleted JHY4D growth rescue, OD600; measured here: growth rescue at 24 h;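 0 is the plate mean of compound wells and units are plate SD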
Starred values were filed as active, the others as inactive; · = not tested or not shown; [ ] = remark or other dose.

SMILES | INS promoter inh | sdo1 growth | sdo1 growth Rescue 24 h
Cc1ccc(-c2nn3c(C)nnc3s2)cc1NC(=O)c1cccs1 | -127 | -1.3 | -1.2
CC1S/C(=N/N=C2CCC(C(C)(C)C)CC2)NC1=O (stereo not given) | 20 | -0.03 | -0.74
Clc1ccc2c(c1)C1OCCC1C(c1ccco1)N2 (stereo not given) | · | 0.12 | -0.89
CCCCN(C(=O)CSc1nnc(-c2ccccc2)n1C)c1c(N)n(Cc2ccccc2)c(=O)[nH]c1=O | · | 0.25 | -0.76
CC(C)(C)n1ncc2c(=O)n(Cc3ccc(Cl)cc3)cnc21 | -18 | · | ·
COc1ccc2sc3ccccc3c(=O)c2c1OC | · | -0.77 | -1.3
Cc1cccc(C)c1OCCCCc1c(C)n[nH]c1C | 19 | -1.5 | -0.78
O=C(O)/C=C\C(=O)Nc1ccc(Oc2ccccc2)cc1 | -26 | 0.9 | 0.63
CCc1c(C)nc2c(C#N)c[nH]n2c1=O | · | -0.2 | -0.47
Cc1cccc2c(C(=O)O)c3c(nc12)CCCCC3 | -20 | 0.3 | -0.38
CC(C)(C)c1ccc(-c2nnc3sc(-c4ccccn4)nn23)cc1 | · | -2.8 | -1.4
Cc1ccc(S(=O)(=O)N2CCOCC2)cc1C(=O)N1C(=O)c2cccc(N)c2C1=O | 8 | 1.3 | 1.5
CCOC(=O)N1CCN(CC(O)COc2ccccc2C(C)(C)C)CC1 (stereo not given) | 42 | -0.34 | 0.47
COc1ccc(N2C(=O)CCC2=O)cc1 | · | 0.31 | 0.43
O=C(CSc1nc2ccccc2c(=O)[nH]1)N1CCCCC1 | · | 0.52 | 1.6
CCCCNC(=S)NC(=O)c1ccccc1Br | -97 | 0.41 | 0.64
O=C(Nc1ccc2oc(-c3ccncc3)nc2c1)c1ccc(F)cc1 | 0 | · | ·
COC(=O)NCC(C)OC(=O)Nc1cccc(Cl)c1 (stereo not given) | 0 | 0.82 | 0.65
COC(=O)c1ccc(CSc2nc3c(cnn3-c3ccc(Cl)cc3)c(=O)[nH]2)o1 | -50 | -0.23 | 1.2
Cc1c(Nc2nc3ccccc3nc2NS(=O)(=O)c2cccc(Cl)c2)c(=O)n(-c2ccccc2)n1C | -43 | -0.38 | -0.36

Compound profiles (already shown).
Results for `CC1S/C(=N/N=C2CCC(C(C)(C)C)CC2)NC1=O` (stereo not given) : INS promoter inh = 20; sdo1 growth = -0.03; sdo1 growth Rescue 24 h = -0.74
Results for `COc1ccc(N2C(=O)CCC2=O)cc1` : INS promoter inh = ·; sdo1 growth = 0.31; sdo1 growth Rescue 24 h = 0.43

Continuation.
SMILES | INS promoter inh | sdo1 growth | sdo1 growth Rescue 24 h
COc1ccc(C(=O)COC(=O)c2ccc3ccccc3n2)cc1 | 50 | 0.65 | 0.56
O=C(c1ccco1)c1cn[nH]c1-c1ccc(Cl)cc1O | -42 | -0.62 | -1.2
CCOC(=O)c1ccc(N2C(=O)c3n[nH]c(C)c3C2c2ccc(OC)cc2)cc1 (stereo not given) | 27 | 1.3 | 1.1
CCCCOc1ccc(/C(O)=C2/C(=O)C(=O)N(CCCOC)C2c2ccncc2)cc1 (stereo not given) | 25 | -0.19 | -0.42
CN1C(=O)c2ccccc2N(C)C1c1cccs1 (stereo not given) | · | -0.18 | -0.37
O=c1cc(-c2ccc(O)c(-c3c(O)cc(O)c4c(=O)cc(-c5ccc(O)cc5)oc34)c2)oc2cc(O)cc(O)c12 | -14 | -0.23 | 1.4
NC(=O)CSc1nnc(-c2ccncc2)o1 | -21 | · | ·
CCOc1ccccc1CNC(=O)CCCc1cn(C)c2ccccc12 | -15 | -0.38 | 0.33
Cc1cc(C(=O)OCC(=O)N2C(C)CCCC2C)c(C)o1 (stereo not given) | 33 | -0.26[11.7 µM] | -0.35
COc1cccc(OC)c1NC(=O)Cc1nn(C)c(=O)c2ccccc12 | · | 1.8 | 1.2
NC(=O)c1ccc[n+](CC(=O)OCCC23CC4CC(CC(C4)C2)C3)c1 | · | -0.08 | -0.79
CCC1(CC)C(=O)NN(c2ccccc2)C1=O | 30 | 0.65 | 0.89
CCN(CC)C(=S)SC1=CCS(=O)(=O)C1 | 44 | · | ·
CCCCn1ccnc1C(=O)c1cc(S(=O)(=O)N2CCOCC2)ccc1C | -89 | -0.46 | 0.18
O=C(N/N=C/C(Br)=C\c1ccccc1)c1n[nH]c2c1CCC2 | -39 | -1.8 | -1.2
Cc1nn(-c2ccccc2Cl)c(Cl)c1/C=N/Nc1nc2ccccc2s1 | 38 | 2.6 | 3.9
CCc1c(C(=O)N2CCOCC2)csc1C | -217 | 0.72 | 0.47
COc1ccccc1-c1cc2nc(C)c(CCC(=O)NC(C)CCc3ccco3)c(C)n2n1 (stereo not given) | · | -1.7 | -1.6
CCCOc1ccc(-c2nc(C#N)c(N3CCC(C(N)=O)CC3)o2)cc1 | 6 | 0.4 | 1.2
Cc1cc(/C=C2\Cc3ccccc3C2=O)c(C)n1-c1ccccc1 | · | 0.03 | 0.35
CCC(=O)Nc1ccc(C(=O)c2ccccc2)cc1 | 60 | -0.15 | -0.96
CC1=CC(=C2C(=O)c3ccccc3C2=O)C=C(C)N1Cc1ccco1 | -8 | 0.36 | -0.33
O=c1[nH]c2ccccc2n1C1CCCCC1 | -48 | -0.13 | -0.82
O=C(NCCCn1ccnc1)c1cn(Cc2ccc(F)cc2)nn1 | · | 0.34 | -0.89
CC1=Nc2ccccc2N=C(NC(=O)CSc2nnnn2-c2ccccc2)C1c1ccccc1 (stereo not given) | -26 | 0.11 | 0.06
Cc1nc2ccc(NC(=O)c3nn(CC(C)C)c(=O)c4ccccc34)cc2s1 | 35 | -0.82 | -0.44
COc1c(F)c(F)c(C(=O)O)c(Nc2ccc(C)cc2)c1F | 21 | 1 | -0.01
Cc1ccc(S(=O)(=O)N2CCN(C(=S)NCc3ccc4c(c3)OCO4)CC2)cc1 | -78 | · | ·
COc1ccc(CCNC(=O)CCc2ccc(S(=O)(=O)NC(C)C)cc2)cc1 | 71* | 1.9 | 1.8
CCCCOc1cccc(C(=O)Nc2ccc(N3CCN(CC)CC3)cc2)c1 | · | -0.37 | -1.2

Marked active in INS promoter inh (from the list above):
SMILES | INS promoter inh | sdo1 growth | sdo1 growth Rescue 24 h
COc1ccc(CCNC(=O)CCc2ccc(S(=O)(=O)NC(C)C)cc2)cc1 | 71* | 1.9 | 1.8

The results go on:
SMILES | INS promoter inh | sdo1 growth | sdo1 growth Rescue 24 h
CCn1c(SCC(=O)C(C)(C)C)nnc1-c1cccnc1 | -65 | 1.5 | 0.94
O=C(/C=C/c1ccc(N2CCCCC2)c([N+](=O)[O-])c1)c1ccc(O)cc1 | 83* | · | ·
CCOC(=O)CN(C(=O)CNC(=O)c1ccco1)C(C(=O)NC1CCCCC1)c1cccs1 (stereo not given) | 62 | -0.23 | -0.24
O=C(Nc1ccc(Cl)cc1)C1=Cc2ccccc2OC1 | -25 | -1.2 | 0.14

Shown tab-delimited: 22 of the compounds above.
compound	INS promoter inh	sdo1 growth	sdo1 growth Rescue 24 h
CCN(CC)C(=S)SC1=CCS(=O)(=O)C1	44	·	·
CCCCn1ccnc1C(=O)c1cc(S(=O)(=O)N2CCOCC2)ccc1C	-89	-0.46	0.18
O=C(N/N=C/C(Br)=C\c1ccccc1)c1n[nH]c2c1CCC2	-39	-1.8	-1.2
Cc1nn(-c2ccccc2Cl)c(Cl)c1/C=N/Nc1nc2ccccc2s1	38	2.6	3.9
CCc1c(C(=O)N2CCOCC2)csc1C	-217	0.72	0.47
COc1ccccc1-c1cc2nc(C)c(CCC(=O)NC(C)CCc3ccco3)c(C)n2n1 (stereo not given)	·	-1.7	-1.6
CCCOc1ccc(-c2nc(C#N)c(N3CCC(C(N)=O)CC3)o2)cc1	6	0.4	1.2
Cc1cc(/C=C2\Cc3ccccc3C2=O)c(C)n1-c1ccccc1	·	0.03	0.35
CCC(=O)Nc1ccc(C(=O)c2ccccc2)cc1	60	-0.15	-0.96
CC1=CC(=C2C(=O)c3ccccc3C2=O)C=C(C)N1Cc1ccco1	-8	0.36	-0.33
O=c1[nH]c2ccccc2n1C1CCCCC1	-48	-0.13	-0.82
O=C(NCCCn1ccnc1)c1cn(Cc2ccc(F)cc2)nn1	·	0.34	-0.89
CC1=Nc2ccccc2N=C(NC(=O)CSc2nnnn2-c2ccccc2)C1c1ccccc1 (stereo not given)	-26	0.11	0.06
Cc1nc2ccc(NC(=O)c3nn(CC(C)C)c(=O)c4ccccc34)cc2s1	35	-0.82	-0.44
COc1c(F)c(F)c(C(=O)O)c(Nc2ccc(C)cc2)c1F	21	1	-0.01
Cc1ccc(S(=O)(=O)N2CCN(C(=S)NCc3ccc4c(c3)OCO4)CC2)cc1	-78	·	·
COc1ccc(CCNC(=O)CCc2ccc(S(=O)(=O)NC(C)C)cc2)cc1	71*	1.9	1.8
CCCCOc1cccc(C(=O)Nc2ccc(N3CCN(CC)CC3)cc2)c1	·	-0.37	-1.2
CCn1c(SCC(=O)C(C)(C)C)nnc1-c1cccnc1	-65	1.5	0.94
O=C(/C=C/c1ccc(N2CCCCC2)c([N+](=O)[O-])c1)c1ccc(O)cc1	83*	·	·
CCOC(=O)CN(C(=O)CNC(=O)c1ccco1)C(C(=O)NC1CCCCC1)c1cccs1 (stereo not given)	62	-0.23	-0.24
O=C(Nc1ccc(Cl)cc1)C1=Cc2ccccc2OC1	-25	-1.2	0.14

Screening data (PubChem BioAssay)

Only part of the results is shown; rates above refer to the full screens.
